ADAM17 inh – inhibitors of human ADAM17. P78536. recombinant ADAM17, EDANS/DABCYL FRET peptide cleavage. inhibition, % at 6.95 µM. actives 0.83% (n = 370,000). AID 720648;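 active = inhibition above the mean of compounds lying between control limits plus 3 SD, set per campaign, cut at about 8.5% in these data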;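 note: 0% = DMSO-only wells as the low control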
Target sequence (P78536 215-824 limits assumed): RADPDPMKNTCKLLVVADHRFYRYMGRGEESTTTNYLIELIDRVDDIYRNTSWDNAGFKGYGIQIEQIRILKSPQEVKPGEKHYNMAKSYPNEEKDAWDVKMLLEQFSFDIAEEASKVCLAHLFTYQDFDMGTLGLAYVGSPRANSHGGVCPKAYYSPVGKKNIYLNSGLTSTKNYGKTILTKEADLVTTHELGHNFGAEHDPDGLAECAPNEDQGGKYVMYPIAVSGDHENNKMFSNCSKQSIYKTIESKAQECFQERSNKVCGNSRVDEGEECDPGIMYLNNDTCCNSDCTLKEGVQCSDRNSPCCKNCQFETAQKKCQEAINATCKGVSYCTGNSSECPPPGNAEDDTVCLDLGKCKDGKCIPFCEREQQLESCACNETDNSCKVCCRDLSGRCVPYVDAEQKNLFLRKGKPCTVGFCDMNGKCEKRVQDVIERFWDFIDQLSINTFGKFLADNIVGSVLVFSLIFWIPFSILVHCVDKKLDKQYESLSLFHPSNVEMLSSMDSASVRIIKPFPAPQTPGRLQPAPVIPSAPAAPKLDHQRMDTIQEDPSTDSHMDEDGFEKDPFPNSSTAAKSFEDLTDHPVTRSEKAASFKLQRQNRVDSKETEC
PLCg1 inh – PLC-gamma1 (human) inhibition, primary screen | inhibition, % at 12.2 µM | purified PLC-gamma1, fluorogenic substrate, fluorescence | actives 0.84% (n = 370,000); in the data active = inhibition above about 9.5%
DDE Tn6 FP inh – DD(E)-Tn6 binding inhibition, primary FP screen; Fibrin DD(E) TRITC-Tn6 fluorescence polarization displacement; AID 720509; P02675; inhibition, % at 8.3 µM; actives 0.21% (n = 370,000);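 active = inhibition above a per-campaign cutoff: mean of compounds within control limits plus 3 SD, cut at about 15% in these data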;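 note: 0% = median of all compound wells on the plate and 100% = blocking peptide control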
KLK7 zymogen act – activators of human kallikrein-7 zymogen. purified proKLK7, EDANS-DABCYL substrate fluorescence; 100% is mature enzyme control, 0% vehicle. activation, % at 7 µM. actives 0.9% (n = 370,000);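 active = activation above the mean of all tested compounds plus 3 SD, computed per campaign excluding outliers beyond control limits, cut at about 13% in these data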
ARFGAP1 inh – rat ARFGAP1 inhibition. Q62848. Arfgap1-stimulated ARF1 GTP hydrolysis, GDP FP detection. inhibition, % at 16.5 µM. actives 0.26% (n = 360,000);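 active = inhibition above a per-plate limit, mean inhibition of low control wells plus 3 SD, cut at about 25% in these data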;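 note: 0% = DMSO wells with enzyme and 100% = wells lacking Arfgap1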
Target sequence (Q62848 1-136 limits assumed): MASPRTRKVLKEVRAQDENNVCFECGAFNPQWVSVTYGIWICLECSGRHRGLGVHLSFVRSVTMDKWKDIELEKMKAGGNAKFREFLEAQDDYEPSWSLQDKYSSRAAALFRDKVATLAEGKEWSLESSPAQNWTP
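material = rat Arfgap1 catalytic domain, aa 1-136 | also added = human ARF1(Δ1-17)-GTP substrate | compound dosing = one concentration, 16.5 µM, DMSO 1.26% | times = GTP hydrolysis reaction 2 h at 25 °C | measured by = FP, GDP Alexa 633 tracer displaced from anti-GDP antibody, 620/688 nm | evaluation = percent inhibition of Arfgap1-stimulated GTP hydrolysis | replication = single well per compound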
LEDGF integ inh – blocks HIV-1 LEDGF/p75-dependent DNA integration | actives 0.64% (n = 370,000) | TR-FRET IN-LEDGF/p75 DNA integration, Eu/Cy5 | AID 743269 | inhibition, % at 3.7 µM;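 active = inhibition above the screen-wide mean plus 3 SD, cut at about 13% in these data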;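 note: signal is the Cy5 over europium emission ratio at 671 and 618 nm; 0% = plate median of compound wells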
ADAM10 inh – inhibits human ADAM10 | AID 720582 | actives 0.62% (n = 370,000) | O14672 | inhibition, % at 7 µM | recombinant ADAM10, EDANS/DABCYL FRET peptide cleavage, 3 h;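 active = inhibition above a per-campaign cutoff equal to the mean of compounds falling between control-based bounds plus 3 SD, cut at about 20% in these data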;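 note: 0% = DMSO wells while the 100% control is not disclosed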
DDE Tn7 FP inh – disrupts Tn7 cyclic peptide binding to fibrin D-Dimer-E complex. P02675. FP displacement of FITC-Tn7 peptide from fibrin DD(E); 0% = median of compound wells per plate. inhibition, % at 8.3 µM. actives 0.13% (n = 370,000);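 active = inhibition above the mean of compounds falling within the control limits plus 3 SD of them, cut at about 14% in these data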;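 note: 0% = plate median of compound wells and 100% = 10 µM Aha-Tn7 peptide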
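Measure: % inhibition scaled between sample-field median and high-control FP; Test system: human fibrin DD(E); Quantity: 2 µM final DD(E) protein; Doses: one dose, 8.3 µM nominal; Schedule: compound with protein 10 min, then 3 h after probe, room temperature; Detection: fluorescence polarization; Medium: Tris buffer with calcium and detergent, pH 7.8.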
ASAP1 inh – blocks human ASAP1-stimulated Arf1 GTP hydrolysis; GDP FP detection; AID 624377; Q9ULH1; actives 0.19% (n = 360,000); inhibition, % at 16.5 µM; in the data active = inhibition above about 25%;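 note: 0% = vehicle with enzyme and substrate and 100% = no enzyme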
TDP2 inh – blocks human TDP2 phosphodiesterase activity. O95551. recombinant TDP2, T5PNP hydrolysis, p-nitrophenol absorbance 415 nm. inhibition, % at 12.8 µM. actives 0.34% (n = 370,000);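 active = inhibition above the mean of all tested compounds plus 3 SD, set per campaign, cut at about 25% in these data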;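 note: 0% = DMSO with enzyme and 100% = buffer with substrate but no TDP2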
Target sequence (O95551 whole entry, looked up): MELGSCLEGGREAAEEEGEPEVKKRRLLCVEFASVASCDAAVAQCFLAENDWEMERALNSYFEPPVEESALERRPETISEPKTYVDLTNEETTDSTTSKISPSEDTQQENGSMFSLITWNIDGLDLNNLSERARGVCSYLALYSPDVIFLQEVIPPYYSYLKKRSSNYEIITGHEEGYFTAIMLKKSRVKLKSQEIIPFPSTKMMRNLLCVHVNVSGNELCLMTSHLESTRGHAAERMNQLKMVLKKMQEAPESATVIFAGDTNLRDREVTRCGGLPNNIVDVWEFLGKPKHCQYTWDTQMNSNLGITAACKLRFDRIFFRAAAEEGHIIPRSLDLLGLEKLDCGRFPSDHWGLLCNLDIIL
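Material: recombinant human TDP2; quantity: TDP2 enzyme at 120 nM final; medium: Tris-HCl pH 7.5 with MgCl2; compound: single concentration, 12.8 µM nominal, with 1% DMSO; incubation: 2 h enzyme incubation at 37 °C; signal: epi absorbance; measure: percent inhibition; benchmarks: high control without enzyme, low control DMSO plus TDP2; repeats: singlicate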
An asterisk follows results filed as active; i = inactive; x = no result given.

The first 3 compounds, to show the layout:
item | Structure | ARFGAP1 inh | DDE Tn6 FP inh | ASAP1 inh | ADAM10 inh | TDP2 inh
1 | COc1cccc(-c2csc(N3CCN(C(=S)Nc4ccccc4OC)CC3)n2)c1 | 4 | -3 | -10 | 3 | 0
2 | O=C(Nc1ccon1)c1cnc2sccn2c1=O | 6 | 0 | -4 | -235 | -3
3 | CC1(C)Cc2c(sc(NC(=O)COc3ccc(Cl)cc3Cl)c2C(N)=O)C(C)(C)N1 | 15 | 8 | -2 | -14 | 6

item | KLK7 zymogen act | LEDGF integ inh | ADAM17 inh | PLCg1 inh | DDE Tn7 FP inh
1 | -0.8 | 2 | 0 | 2 | -7
2 | 1.3 | 1 | -62 | -4 | -1
3 | -8.1 | 1 | -12 | -1 | -5

All compounds of this part, repeating the preview:
item | Structure | ARFGAP1 inh | DDE Tn6 FP inh | ASAP1 inh | ADAM10 inh | TDP2 inh
1 | COc1cccc(-c2csc(N3CCN(C(=S)Nc4ccccc4OC)CC3)n2)c1 | 4 | -3 | -10 | 3 | 0
2 | O=C(Nc1ccon1)c1cnc2sccn2c1=O | 6 | 0 | -4 | -235 | -3
3 | CC1(C)Cc2c(sc(NC(=O)COc3ccc(Cl)cc3Cl)c2C(N)=O)C(C)(C)N1 | 15 | 8 | -2 | -14 | 6
4 | O=C(NC1CCCCC1)c1c(O)nc2sccn2c1=O | 4 | 5 | -3 | -11 | 4
5 | CC(C)(C)c1ccc(OCC(=O)NNC(=O)c2cccnc2)cc1 | -9 | -8 | 0 | -5 | 7
6 | CCc1nc2ccc(C(=O)NCCCn3ccnc3)cn2c1N(C)Cc1ccc(OC)cc1 | 7 | 3 | -1 | -14 | -3
7 | O=C(Nc1ccc(Cl)c(C(F)(F)F)c1)N1CCCC(O)C1 (stereo not drawn) | -1 | -4 | 8 | -11 | -1
8 | COc1ccc(C(=O)c2coc3ccc(O)c(CN4CCOCC4)c23)cc1 | -2 | -5 | 20 | -2 | -4

item | KLK7 zymogen act | LEDGF integ inh | ADAM17 inh | PLCg1 inh | DDE Tn7 FP inh
1 | -0.8 | 2 | 0 | 2 | -7
2 | 1.3 | 1 | -62 | -4 | -1
3 | -8.1 | 1 | -12 | -1 | -5
4 | -0.4 | -1 | -2 | 5 | 0
5 | -0.1 | -1 | 2 | 1 | -2
6 | -0.3 | -2 | -3 | -4 | 1
7 | 0.2 | 4 | -1 | 0 | -11
8 | 0.7 | 2 | -1 | 2 | -4

3 of these compounds, reformatted:
nr | canonical_smiles | ARFGAP1 inh | DDE Tn6 FP inh | ASAP1 inh | ADAM10 inh | TDP2 inh | KLK7 zymogen act | LEDGF integ inh | ADAM17 inh | PLCg1 inh | DDE Tn7 FP inh
1 | COc1cccc(-c2csc(N3CCN(C(=S)Nc4ccccc4OC)CC3)n2)c1 | 4 | -3 | -10 | 3 | 0 | -0.8 | 2 | 0 | 2 | -7
2 | O=C(Nc1ccon1)c1cnc2sccn2c1=O | 6 | 0 | -4 | -235 | -3 | 1.3 | 1 | -62 | -4 | -1
3 | CC1(C)Cc2c(sc(NC(=O)COc3ccc(Cl)cc3Cl)c2C(N)=O)C(C)(C)N1 | 15 | 8 | -2 | -14 | 6 | -8.1 | 1 | -12 | -1 | -5

The results go on.
item | Structure | ARFGAP1 inh | DDE Tn6 FP inh | ASAP1 inh | ADAM10 inh | TDP2 inh
9 | Cc1ccc(C(=O)N2CCOCC2)cc1S(=O)(=O)Nc1cccc(C)c1C | 5 | 2 | -5 | -7 | 3
10 | COCCN(C(=O)CCC(=O)Nc1nccs1)C(C(=O)NC(C)(C)C)c1ccc(C)cc1 (stereo not drawn) | 1 | -1 | 2 | 1 | -9
11 | O=C(O)CSc1nc2ccccc2o1 | 5 | 1 | -7 | -7 | 4
12 | CC(=O)Nc1ccc(S[C@@H](CCN2CC[C@H](C(C)(C)C)CCC2=O)c2ccccc2)cc1 | -5 | -3 | 9 | 5 | -6
13 | CN1/C(=C\C(=O)COC(=O)CNC(=O)c2ccccc2F)C(C)(C)c2ccccc21 | 4 | -3 | -3 | -38 | 13
14 | COC(=O)[C@@]12CCCCC3=C1N(CCC3)C(=O)[C@H]2CC(=O)NCCC(C)C | x | 0 | x | -1 | 3
15 | C[C@@H](C(=O)Nc1nc(-c2ccccn2)cs1)N1C(=O)C2CCCCC2C1=O (stereo partly drawn) | -7 | 5 | -22 | -10 | -1
16 | CC1(C(=O)NS(=O)(=O)c2ccc(F)cc2F)CCN1C(=O)Cc1cc(F)ccc1F (stereo not drawn) | 7 | -1 | 4 | -14 | 5

item | KLK7 zymogen act | LEDGF integ inh | ADAM17 inh | PLCg1 inh | DDE Tn7 FP inh
9 | 0.1 | 3 | 1 | 3 | -3
10 | 0.6 | -1 | 1 | -1 | -7
11 | 0.0 | 2 | -10 | -5 | 4
12 | 0.6 | 1 | 5 | 0 | -3
13 | -0.2 | -3 | -13 | -32 | 0
14 | -0.2 | 2 | -1 | 1 | -4
15 | -0.1 | 3 | -3 | -18 | 5
16 | 0.1 | -3 | -7 | 2 | -1

Continuation:
item | Structure | ARFGAP1 inh | DDE Tn6 FP inh | ASAP1 inh | ADAM10 inh | TDP2 inh
17 | COc1cccc(C(=O)OCC(=O)Nc2ccc3c(c2)OCCO3)c1 | 4 | 1 | 5 | -9 | -1
18 | O=C(Cc1ccc(F)cc1)NCCS(=O)(=O)N1CCN(c2ccccc2)CC1 | -3 | -6 | 4 | 1 | 11
19 | CN(C)c1nc(N)nc(-c2nc3ccccc3s2)n1 | 13 | 2 | 7 | -2 | 12
20 | O=C(NCc1ccccc1)NS(=O)(=O)c1ccccc1Cl | 3 | -1 | -11 | -16 | -1
21 | CCOC(=O)C1=C(C)NC(C)=C(C(=O)OCC)C1C(=O)OCC(=O)N(C)Cc1ccccc1 | 9 | -7 | -13 | -31 | 5
22 | CCCCCCN1CCN(C2CN(Cc3cn(CCCCCC)nn3)S(=O)(=O)C2)CC1 (stereo not drawn) | 2 | -5 | 1 | -3 | -9
23 | Cc1ccccc1CN1CCN(S(=O)(=O)c2cccs2)CC1 | -6 | -2 | -8 | 1 | 2
24 | NNC(=O)Cn1c(SCc2ccccc2)nc2ccccc21 | 8 | -1 | 1 | 2 | 10

item | KLK7 zymogen act | LEDGF integ inh | ADAM17 inh | PLCg1 inh | DDE Tn7 FP inh
17 | 0.7 | 0 | -1 | -2 | -6
18 | 0.1 | 5 | 0 | -2 | -5
19 | -0.6 | 2 | -2 | -1 | -2
20 | 0.1 | -1 | -5 | -1 | -1
21 | -0.2 | 0 | -12 | -9 | 1
22 | -0.3 | 2 | 1 | 4 | -10
23 | -0.6 | 0 | 0 | 1 | 5
24 | 0.0 | -1 | -1 | 1 | -1

Other records:
item | Structure | ARFGAP1 inh | DDE Tn6 FP inh | ASAP1 inh | ADAM10 inh | TDP2 inh
25 | O=C(CN(CC1CCCO1)C(=O)CNS(=O)(=O)c1ccc(F)cc1)NC1CCCC1 (stereo not drawn) | -4 | -7 | -5 | 16 | -9
26 | COc1ccc(CNC(=O)C2CCCN(S(=O)(=O)N3CC(C)CC(C)C3)C2)c(OC)c1 (stereo not drawn) | 7 | 8 | -7 | -1 | 1
27 | O=C(/C=C/c1ccco1)NC(=S)Nc1ccccc1N1CCOCC1 | 13 | -1 | 7 | 8 | 15
28 | O=C(CN1C(=O)C2C3C=CC(C4CC34)C2C1=O)Nc1cccc2ncccc12 (stereo not drawn) | 4 | 10 | -11 | 9 | -6
29 | COc1cc2sc(-c3ccc(S(C)(=O)=O)cc3)c(C#CCO)c2cc1OC | 15 | -3 | 30* | i | 9
30 | CCN(Cc1ccncc1)Cc1cn[nH]c1-c1ccc(OC)cc1F | 4 | -1 | -16 | -2 | -8
31 | Cc1ccc2nc(NC(=O)CSCC(=O)OCC(=O)c3ccc(Br)cc3)sc2c1 | -3 | 0 | 5 | -2 | -14
32 | CNc1nc(N)c([N+](=O)[O-])c(Nc2cccc(Br)c2)n1 | x | -1 | x | 2 | 8

item | KLK7 zymogen act | LEDGF integ inh | ADAM17 inh | PLCg1 inh | DDE Tn7 FP inh
25 | -0.2 | 4 | 0 | 5 | 0
26 | 0.0 | 0 | 2 | 2 | -2
27 | 0.4 | -1 | 1 | 2 | 1
28 | 0.8 | 1 | -3 | 2 | 1
29 | -7.5 | 1 | -142 | -128 | -4
30 | 0.7 | 0 | -4 | -2 | 1
31 | 0.3 | 6 | 6 | 0 | -1
32 | x | 0 | -2 | 4 | -3

Other structures.
item | Structure | ARFGAP1 inh | DDE Tn6 FP inh | ASAP1 inh | ADAM10 inh | TDP2 inh
33 | COC(=O)c1sc(NC(=O)CSc2nnc(Cn3nnc4ccccc43)n2C)nc1C | -1 | -6 | 7 | -4 | -12
34 | CCCCC(=NCCc1c(C)[nH]c2ccc(OC)cc12)C1=C(O)CC(c2ccccc2)CC1=O (stereo not drawn) | 6 | 2 | 8 | 0 | 12
35 | CCOc1ccc2[nH]c(=O)c(CN(CCCN3CCOCC3)Cc3nnnn3Cc3ccc(OC)cc3)cc2c1 | 8 | 2 | 2 | -137 | 12
36 | CSCCCNC(=O)CN1C(=O)C2CCCCN2C(=O)c2ccccc21 (stereo not drawn) | x | 0 | x | 2 | -9
37 | CCOCCCNC(=O)C(NC(=O)c1ccc2c(c1)OCO2)c1ccc(OC)cc1 (stereo not drawn) | 2 | -1 | 17 | 4 | 3
38 | CN1CC(COCc2ccccc2)Oc2ccccc2S1(=O)=O (stereo not drawn) | 2 | -1 | 4 | -9 | 4
39 | CC(C)CN(C(=O)CCC(=O)OCC(=O)NCCc1ccccc1)c1c(N)n(CC(C)C)c(=O)[nH]c1=O | -6 | 6 | -14 | -7 | 0
40 | Cc1cc(C)nc(SCSc2nc(C)cc(C)n2)n1 | 8 | -5 | -4 | 12 | -25
41 | Clc1ccc(OCCCNCc2ccccc2)c(Br)c1 | -10 | 2 | -2 | -1 | 5
42 | CCOc1ccc(C2C=C(c3ccc(C)cc3)Nc3nnnn32)cc1 (stereo not drawn) | 6 | 0 | 4 | -34 | -2
43 | CC(=O)COc1ccc2c(C)c(C)c(=O)oc2c1 | 3 | -2 | -24 | -453 | 2

item | KLK7 zymogen act | LEDGF integ inh | ADAM17 inh | PLCg1 inh | DDE Tn7 FP inh
33 | 0.3 | -3 | -5 | 9 | 0
34 | -0.7 | -7 | -3 | -5 | 12
35 | 0.1 | -2 | -49 | -17 | -1
36 | 0.2 | 1 | -3 | 2 | 0
37 | 0.0 | 4 | 0 | 3 | 2
38 | -0.6 | -1 | -5 | -3 | 6
39 | -0.2 | -1 | -3 | -2 | -1
40 | 0.0 | 5 | 5 | 9 | -4
41 | -1.0 | -2 | -3 | 2 | 4
42 | -1.0 | 3 | -12 | -19 | -5
43 | -2.6 | -3 | -146 | -87 | 3

Screening results as filed in PubChem.
